SR-BI DiI-HDL act: activators of SR-BI mediated DiI-HDL uptake, primary screen, ldlA[mSR-BI] CHO cells, DiI fluorescence; activation, % at 12.5 µM; 320,000 tested, 0.096% active; AID 504775, 2011; 3 h; 100 = double the neutral-control signal;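 active means mean replicate activation of at least 60% and every replicate at or above 60%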;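 further: 0% = median plate neutral-control signal and 100% = twice that signal; values of inactives mirror those of a sister screen read the other way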
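material = CHO ldlA[mSR-BI] cells | medium = Ham's F12 with 0.5% BSA, HEPES 25 mM, pH 7.4 | reagent = fluorescent DiI-HDL, 10 µg/mL final | compound dosing = single-point compound dose | incubation = 3 h, 37 °C | measured by = bottom-read fluorescence, 550/595 nm | measure = HDL uptake via cellular fluorescence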
Keap1 Nrf2 FP: Keap1-Nrf2 protein-protein interaction inhibitors, primary screen, biochemical, fluorescence polarization, single point. Keap1 Kelch-Nrf2 peptide fluorescence polarization, 1536-well. inhibition, % at 9.4 µM. 340,000 tested, 0.15% active; in the data active means inhibition above about 12%;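 further: human Keap1 Kelch domain with fluorescein labeled Nrf2 9mer peptide probe; 0% = neutral control wells and 100% = peptide positive control; higher means more block of Keap1 binding to Nrf2 peptide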
C-LANA FP: inhibitors of KSHV C-LANA binding to DNA, primary screen, biochemical, fluorescence polarization, FAM-LBS DNA, MBP-C-LANA, single point. inhibition, % at 9 µM. 340,000 tested, 0.078% active;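 active means highest replicate inhibition at or above 60% at 9 µM, even if other replicates fall short; inactive means all replicates below 60% inhibition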;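 further: 0% = neutral control wells and 100% = 4 µM acridine orange control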
DAGLB inh: DAGLB lipase inhibitors, primary screen, biochemical, fluorescence, HTS; Diacylglycerol lipase-beta (Homo sapiens), Q8NCG7; HEK293T DAGLB membrane lysate, EnzChek fluorogenic substrate; inhibition, % at 5.17 µM; 340,000 tested, 0.059% active; AID 504411, 2011; in the data active means inhibition above about 34%;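 further: 0% = enzyme with vehicle and 100% = wells lacking enzyme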
PvdQ acylase: P. aeruginosa PvdQ acylase inhibitors, primary screen, biochemical, fluorescence, plate reader and imaging, single point | PvdQ acylase [Pseudomonas aeruginosa LESB58] | purified PvdQ acylase | inhibition, % at 10 µM | 340,000 tested, 0.063% active; in the data active means inhibition above about 30%, passing the limit was not always enough;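 further: 0% = vehicle neutral wells and 100% = reference inhibitor wells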
Arr AP2 block: inhibitors of beta-arrestin/AP2 binding, primary screen, biochemical, GPCR trafficking, flow cytometry | beta-arrestin 1 C-terminal peptide binding to AP2 beta2-adaptin appendage (human) | FITC-arrestin peptide / GST-AP2 beads; AP2 beta2 appendage carries R879A mutation | AID 504490, 2011 | inhibition, % at 10 µM | 340,000 tested, 0.31% active;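 active means inhibition above a set limit, near 3 SD of compounds lacking own fluorescence, cut at about 54% in these data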;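 further: plate controls were DMSO wells for no effect and 5 µM unlabelled arrestin peptide for full effect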
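System: GST-AP2 R879A glutathione beads. Medium: PBS with 0.05% Tween 20 and 0.1% BSA. Also added: FITC-arrestin peptide, 50 nM. Incubation: 12 min plus 1 h, RT. Measured by: high-throughput flow cytometry of beads, ex 488, em 535 nm. Evaluation: percent drop in bead-associated FITC signal.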
SR-BI DiI inh: inhibitors of SR-BI mediated HDL lipid uptake, primary screen, ldlA[mSR-BI] cells, fluorescence, single point | inhibition, % at 12.5 µM | Scavenger receptor class B member 1 (Mus musculus), Q61009 | 320,000 tested, 0.96% active | ldlA[mSR-BI] CHO cells, DiI-HDL uptake fluorescence, 3 h | AID 488896, 2010;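 active means mean replicate inhibition of at least 70% and a set share of replicates each scoring 70 or more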;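 further: 0% = median of neutral control wells and 100% = median of positive control wells; values of inactives mirror those of a sister screen read the other way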
Target sequence (Q61009 whole entry, looked up): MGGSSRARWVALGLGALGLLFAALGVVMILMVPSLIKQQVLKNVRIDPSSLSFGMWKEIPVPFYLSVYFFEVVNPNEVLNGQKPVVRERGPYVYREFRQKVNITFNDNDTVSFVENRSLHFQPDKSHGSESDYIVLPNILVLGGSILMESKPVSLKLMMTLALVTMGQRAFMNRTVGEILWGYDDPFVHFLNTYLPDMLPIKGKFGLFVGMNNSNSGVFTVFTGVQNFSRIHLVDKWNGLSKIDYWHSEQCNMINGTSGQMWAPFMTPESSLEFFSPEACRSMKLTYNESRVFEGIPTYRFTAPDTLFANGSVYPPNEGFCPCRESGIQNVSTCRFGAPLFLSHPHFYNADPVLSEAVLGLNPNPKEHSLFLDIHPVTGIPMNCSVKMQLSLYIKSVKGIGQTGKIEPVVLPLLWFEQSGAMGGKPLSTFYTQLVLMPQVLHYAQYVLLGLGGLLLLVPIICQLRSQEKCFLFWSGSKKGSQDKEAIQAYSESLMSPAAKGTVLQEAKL
Cardiac RTF inh: cardiac RTF calcium sensitivity inhibitors, primary screen, biochemical, IANBD-TnC fluorescence, EC70 calcium; inhibition, % at 7.15 µM; AID 493244, 2011; IANBD-labeled cardiac RTF, Ca2+ fluorescence; Troponin I, cardiac muscle (Homo sapiens) + Troponin T, cardiac muscle (Homo sapiens) + …; 340,000 tested, 0.12% active;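 active means inhibition above the mean inhibition of all tested compounds plus 3 SD, cut at about 17% in these data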;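 further: assay run at fixed EC70 calcium of 1.6 mM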
PKA-R2B activ: activators of PKA-R2B holoenzyme, primary screen, biochemical, fluorescence polarization, Cy5-IP20, human | 340,000 tested, 0.079% active | AID 504700, 2011 | activation, % at 11.4 µM | PKA-R2B holoenzyme dissociation; R2B truncated from residue 108, S112A mutant; 0% DMSO only, 100% 113 µM cGMP;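 active means activation above a cutoff set at the mean over all compounds plus 3 SD, cut at about 18% in these data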;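 further: higher means more holoenzyme dissociation and a rise in polarization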
Target sequence (P31323 whole entry, looked up, other chains not shown, the tested form may be a part): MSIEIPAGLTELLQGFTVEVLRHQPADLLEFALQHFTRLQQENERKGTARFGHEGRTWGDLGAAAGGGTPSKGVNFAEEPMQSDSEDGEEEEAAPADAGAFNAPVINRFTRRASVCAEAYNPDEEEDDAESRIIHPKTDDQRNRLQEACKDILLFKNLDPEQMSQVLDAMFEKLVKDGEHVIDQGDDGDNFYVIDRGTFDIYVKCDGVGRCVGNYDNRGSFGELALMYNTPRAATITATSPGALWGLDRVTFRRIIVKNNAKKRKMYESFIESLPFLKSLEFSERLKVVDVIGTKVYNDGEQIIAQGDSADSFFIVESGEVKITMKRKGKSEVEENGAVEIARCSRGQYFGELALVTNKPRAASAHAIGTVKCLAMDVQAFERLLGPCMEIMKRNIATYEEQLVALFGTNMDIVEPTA
NSD2 HMT inh: NSD2 histone methyltransferase inhibitors, primary screen, biochemical, AlphaScreen, single concentration, set 2 | Histone-lysine N-methyltransferase NSD2 (Homo sapiens), O96028 | NSD2 peptide methylation, 120 min | inhibition, % at 12.5 µM | 310,000 tested, 0.54% active | AID 743445, 2014; in the data active means inhibition above about 50%
Active calls of the source: *; . = no result given.

no.	SMILES	SR-BI DiI-HDL act	Keap1 Nrf2 FP	C-LANA FP	DAGLB inh	PvdQ acylase	Arr AP2 block	SR-BI DiI inh	Cardiac RTF inh	PKA-R2B activ	NSD2 HMT inh
1	Cc1ccc(N(CC(=O)Nc2cc(C)cc(C)c2)S(=O)(=O)c2c(C)noc2C)cc1	-27	-2	0.2	-8	-11	10	27	-1	-4	-3
2	COCC(C)N1C(=O)Cc2c1nc(N)c1c(N)nc(N3CCN(c4ccccc4F)CC3)c(C#N)c21 (configuration not stated)	-62	1	-0.2	4	6	17	62	-8	6	-2
3	O=C(NCCn1cc(SCc2ccc(F)cc2)c2ccccc21)c1ccccc1F	-41	3	1.1	-7	-3	8	41	-6	10	.
4	COc1ccc2c(c1)C(C)CC(C)(C)N2C(=O)NC1CCCCC1 (configuration not stated)	9	-8	-0.2	-2	-25	6	-9	-33	8	12
5	Cn1nnnc1SCC(=O)Nc1cccc(S(=O)(=O)N2CCCCC2)c1	-2	1	-1.8	2	-11	1	2	-7	-12	-2
6	CC(=O)Nc1ccc(NC(=O)C(C)OC(=O)c2ccc(OCc3c(C)noc3C)cc2)cc1 (configuration not stated)	-56	-1	0.1	0	-18	-9	56	-1	-4	-2
7	CC(=O)Nc1nc2cc3c(cc2s1)OCO3	17	-5	-1.4	0	-11	-16	-17	-4	3	.
8	Cc1cccn2c(=O)c3cc(C(=O)NCC4CCCO4)c(=N)n(C4CCCC4)c3nc12 (configuration not stated)	1	3	-2.8	-1	-47	13	-1	-7	-1	2
9	O=C(c1ccc(-n2cccn2)cc1)N1CCc2c([nH]c3ccccc23)C1c1ccccn1 (configuration not stated)	.	-3	0.1	2	1	5	.	-13	-6	3
10	CCc1sc(C(=O)Nc2ccc(N3CCOCC3)cc2)cc1C	-75	-6	-3.1	-1	-7	11	75*	1	-8	1

Next part; the last two above are carried over.
no.	SMILES	SR-BI DiI-HDL act	Keap1 Nrf2 FP	C-LANA FP	DAGLB inh	PvdQ acylase	Arr AP2 block	SR-BI DiI inh	Cardiac RTF inh	PKA-R2B activ	NSD2 HMT inh
9	O=C(c1ccc(-n2cccn2)cc1)N1CCc2c([nH]c3ccccc23)C1c1ccccn1 (configuration not stated)	.	-3	0.1	2	1	5	.	-13	-6	3
10	CCc1sc(C(=O)Nc2ccc(N3CCOCC3)cc2)cc1C	-75	-6	-3.1	-1	-7	11	75*	1	-8	1
11	O=C(c1ccc(Cl)c(S(=O)(=O)NCc2ccccc2)c1)N1CCN(c2ccccn2)CC1	-21	-1	-1.0	0	-14	-2	21	-8	5	0
12	CCOc1ccc(N(CC(=O)N2CCCCCC2)S(=O)(=O)c2ccc(C)cc2)cc1	30	-1	0.4	-5	16	18	-30	2	-13	14
13	Cc1cccc(NS(=O)(=O)c2cccc(C(=O)N3CCCCCC3)c2)c1	-13	2	0.6	-1	-8	-16	13	-10	-5	0
14	CN(C)CCCn1c2c3ccccc3ccc2c2oc(=O)c3ccccc3c21	8	0	3.2	1	-17	3	-8	-2	-11	-1
15	CCOC(=O)CS(=O)(=O)c1ccccc1	13	2	-1.0	-2	0	16	-13	-5	-10	-2
16	COc1nc(-c2ccc(Cl)cc2Cl)nc2ccccc12	-29	-1	1.3	-7	8	27	29	2	4	-4
17	COc1ccc(CCC(=O)N(C)CC(=O)Nc2cc(C)ccc2C)cc1	8	-4	-0.5	-3	-8	1	-8	-4	6	0
18	COc1ccc(/C=N/NC(=O)C(N)=O)c(OC)c1OC	17	-1	-0.5	0	0	1	-17	6	6	0
19	Cc1cc2oc(=O)cc(CN(C)Cc3cccc(F)c3)c2cc1Cl	-21	-3	1.0	-15	-23	-5	21	-9	-11	-1
20	CCCCN(C(=O)CSc1nc2ccccc2s1)c1c(N)n(CCCC)c(=O)[nH]c1=O	-23	0	2.5	1	-4	6	23	-6	1	9
21	CN(c1ccccc1)S(=O)(=O)c1cccc(C(=O)OCC(=O)NCc2ccco2)c1	14	-2	-1.4	-1	-19	0	-14	-1	5	-1
22	Cc1ccc(Nc2nnc(SCc3nc4ccccc4c(=O)[nH]3)s2)cc1	.	1	-0.3	60*	-5	-9	.	-1	3	-1
23	CN1CCC(=O)N(CCSc2ccccc2)CC1	11	-1	2.8	-1	-9	4	-11	-19	-1	.
24	CCOC(=O)C1=C(COC(=O)COc2ccccc2C#N)NC(=O)NC1C (configuration not stated)	-9	-6	-1.1	1	-6	-15	9	-6	-6	0
25	O=C(CSc1nccc(=O)[nH]1)c1cc2ccccc2o1	.	3	-1.7	-3	6	0	.	-9	1	2
26	Cc1ccc(Cl)cc1N(CC(=O)N1CCOCC1)S(C)(=O)=O	16	1	0.7	-4	-18	-12	-16	-13	4	-1
27	CCOc1ccccc1NC(=O)c1cccc(NC(=O)c2ccco2)c1	-46	4	-0.6	-1	10	2	46	-18	6	0
28	CCC1=C(OC(=O)N(CC)CC)N2C(=O)OC(=NCC3CC3)[C@]2(Cc2ccccc2)[C@H]2C1=CC[C@H]1C(=O)N(c3ccccc3)C(=O)[C@H]12	12	-8	0.6	-10	-8	2	-12	-9	2	.
29	Cc1cc(C)nc(NS(=O)(=O)c2ccc(NC(=O)CSc3nc4ccccc4[nH]3)cc2)n1	23	-4	-0.4	3	-2	6	-23	5	-6	7
30	Clc1ccc(C2=Nn3c(nnc3-c3cc(-c4ccccc4)n[nH]3)SC2)cc1	-34	4	0.1	4	-8	-4	34	-3	2	0

Copied from above: compounds 23 to 27
no.	SMILES	SR-BI DiI-HDL act	Keap1 Nrf2 FP	C-LANA FP	DAGLB inh	PvdQ acylase	Arr AP2 block	SR-BI DiI inh	Cardiac RTF inh	PKA-R2B activ	NSD2 HMT inh
23	CN1CCC(=O)N(CCSc2ccccc2)CC1	11	-1	2.8	-1	-9	4	-11	-19	-1	.
24	CCOC(=O)C1=C(COC(=O)COc2ccccc2C#N)NC(=O)NC1C (configuration not stated)	-9	-6	-1.1	1	-6	-15	9	-6	-6	0
25	O=C(CSc1nccc(=O)[nH]1)c1cc2ccccc2o1	.	3	-1.7	-3	6	0	.	-9	1	2
26	Cc1ccc(Cl)cc1N(CC(=O)N1CCOCC1)S(C)(=O)=O	16	1	0.7	-4	-18	-12	-16	-13	4	-1
27	CCOc1ccccc1NC(=O)c1cccc(NC(=O)c2ccco2)c1	-46	4	-0.6	-1	10	2	46	-18	6	0

(list continues)
no.	SMILES	SR-BI DiI-HDL act	Keap1 Nrf2 FP	C-LANA FP	DAGLB inh	PvdQ acylase	Arr AP2 block	SR-BI DiI inh	Cardiac RTF inh	PKA-R2B activ	NSD2 HMT inh
31	COc1cc(OC)c2ccc(=O)oc2c1C(CC(=O)N1CCN(c2ccccc2)CC1)c1ccc2c(c1)OCO2 (configuration not stated)	-40	-6	0.1	1	10	2	40	-1	-14	.
32	NC(=O)c1ccccc1NC(=O)c1ccccc1S(=O)(=O)c1ccccc1[N+](=O)[O-]	-2	-5	-0.3	-3	-16	4	2	4	-5	-1
33	Cc1ccc2nc(Nc3ncc4c(n3)CC(C)(C)CC4=O)nc(C)c2c1	-4	-3	0.0	-1	-10	6	4	-5	-5	0
34	CCc1cc(C(=O)Nc2nc(-c3ccccn3)cs2)sc1C	-47	-1	-1.5	1	-10	-19	47	1	1	2
35	O=C(NCCOc1ccccc1Cl)c1cc(F)c(F)cc1Cl	8	-4	0.2	-5	-13	-4	-8	-11	-10	0
36	O=C(NCc1ccc(F)cc1)c1cc(-c2cccs2)on1	21	-9	-1.1	-12	-22	-7	-21	-1	-7	-3
37	COc1ccc(Cl)cc1NC(=O)CN(C)CC(=O)NCc1cccs1	-17	-1	1.6	1	-6	28	17	-14	6	-2
38	COc1ccc(-c2nn(-c3ccccc3)cc2/C=N/N2C(=O)CSC2=S)cc1	-60	-6	0.9	6	-15	0	60	3	-8	-5
39	CCC1(C)Cc2c(sc3nnn(CC(=O)Nc4ccccc4C)c(=O)c23)CO1 (configuration not stated)	-12	-1	-0.8	-2	-9	0	12	-2	-7	34
40	Cc1nonc1NC(=O)CSc1nc(CCC2CCCC2)nc2ccccc12	0	-6	-1.3	-2	-9	-6	0	-19	3	0
41	CCOc1ccc(CN(C)C(=O)c2ccc3ccccc3n2)cc1	.	-2	1.0	-3	-20	0	.	-4	9	0
42	Cc1ccc(NC(=S)Nc2ccc3cn[nH]c3c2)c(C)c1	16	1	1.4	-2	7	-21	-16	14	8	9
43	CN(C)CCCNC(=O)Cc1ccc(Br)cc1	32	-1	2.2	2	-7	5	-32	-2	6	3
44	CCC1CCC/C1=N\NC(=O)c1ccccc1C (configuration not stated)	-12	-3	-9.1	0	6	16	12	-3	-7	-1
45	COc1ccc(Cl)cc1-c1nc(SCC(=O)NCC2CCCO2)n[nH]1 (configuration not stated)	-29	0	0.5	-1	8	26	29	0	-5	0
46	COCC(=O)n1nc(-c2ccccc2)nc1NCc1cccs1	18	2	-0.1	1	-10	-26	-18	-7	2	-1
47	CCn1c(NC(=O)c2ccco2)c(-c2ccccc2Cl)c(=O)c2ccccc21	28	1	0.9	0	-6	-6	-28	-5	5	1
48	CC1CC(C)CN(S(=O)(=O)c2cc3c4c(c2)C(C)C(=O)N4CCC3)C1 (configuration not stated)	18	-2	0.9	-1	-15	3	-18	-3	2	12
